Arr AP2 block: human beta-arrestin and AP2 interaction inhibition; FITC-arrestin peptide / GST-AP2 beads, flow cytometry; AP2 beta2 appendage carries R879A mutation; inhibition, % at 10 µM; hit rate 0.31% among 340,000; AID 504490;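 active means inhibition above a set limit, near 3 SD of compounds lacking own fluorescence, cut at about 54% in these data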;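 further: plate controls were DMSO wells for no effect and 5 µM unlabelled arrestin peptide for full effect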
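System: GST-AP2 R879A glutathione beads | Also added: FITC-arrestin peptide, 50 nM | Times: 12 min plus 1 h, RT | Signal: Bead flow cytometry, FITC channel | Buffer or medium: PBS with 0.05% Tween 20 and 0.1% BSA | Read-out basis: Percent drop in bead-associated FITC signal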
Keap1-Nrf2 PPI: disrupts human Keap1 binding to Nrf2 peptide. Keap1 Kelch-Nrf2 peptide fluorescence polarization, 1536-well. inhibition, % at 9.4 µM. hit rate 0.15% among 340,000. AID 504523; in the data active means inhibition above about 12%;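 further: human Keap1 Kelch domain with fluorescein labeled Nrf2 9mer peptide probe; 0% = neutral control wells and 100% = peptide positive control; higher means more block of Keap1 binding to Nrf2 peptide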
CAL PDZ FP-1: blocks peptide binding to human CAL PDZ domain | Q9HD26 | purified CAL PDZ, TMR-peptide fluorescence polarization, 1 h | inhibition, % at 20 µM | hit rate 0.02% among 330,000 | AID 504414;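 active means highest replicate inhibition of at least 40%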;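 further: plate controls were DMSO neutral control wells for no effect and unlabeled competitor peptide control wells for full effect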
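Assay system – tagged CAL PDZ protein CerCALP, purified · Timing – 1 h at RT · Compound – single point, 20 µM · Measured by – fluorescence polarization from S- and P-plane intensities, G-factor corrected · Evaluation – inhibition from polarization loss · Probe or stimulus – TMR reporter peptide T*-PRC34 · Buffer or medium – pH 7.4 phosphate-saline buffer, reducing agent, detergent, IgG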
DAGLB inhibitor: blocks human DAGLB lipase activity; HEK293T DAGLB membrane lysate, EnzChek fluorogenic substrate; inhibition, % at 5.17 µM; hit rate 0.059% among 340,000; in the data active means inhibition above about 34%;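 further: 0% = enzyme with vehicle and 100% = wells lacking enzyme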
Target sequence (Q8NCG7 whole entry, looked up): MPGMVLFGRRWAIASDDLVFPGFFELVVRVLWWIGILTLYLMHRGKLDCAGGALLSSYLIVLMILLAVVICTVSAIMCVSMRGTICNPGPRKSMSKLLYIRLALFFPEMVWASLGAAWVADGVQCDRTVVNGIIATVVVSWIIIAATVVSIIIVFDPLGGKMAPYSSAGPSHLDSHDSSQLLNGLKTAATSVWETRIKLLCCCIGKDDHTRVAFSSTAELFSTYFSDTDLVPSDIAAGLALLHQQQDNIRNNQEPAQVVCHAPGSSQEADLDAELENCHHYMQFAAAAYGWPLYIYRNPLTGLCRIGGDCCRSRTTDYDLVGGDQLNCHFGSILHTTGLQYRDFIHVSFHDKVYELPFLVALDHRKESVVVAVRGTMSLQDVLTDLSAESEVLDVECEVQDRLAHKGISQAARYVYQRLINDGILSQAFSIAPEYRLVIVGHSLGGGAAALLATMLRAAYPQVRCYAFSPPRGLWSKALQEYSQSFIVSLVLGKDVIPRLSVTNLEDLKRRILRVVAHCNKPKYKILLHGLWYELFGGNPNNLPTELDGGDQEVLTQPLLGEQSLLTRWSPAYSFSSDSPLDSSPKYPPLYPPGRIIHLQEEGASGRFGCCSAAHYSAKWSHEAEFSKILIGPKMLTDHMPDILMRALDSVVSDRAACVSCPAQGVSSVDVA
C-LANA FP: blocks KSHV LANA C-terminal domain binding to DNA | inhibition, % at 9 µM | hit rate 0.078% among 340,000 | MBP-C-LANA/FAM-LBS DNA binding, fluorescence polarization | AID 504423;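 active means highest replicate inhibition at or above 60% at 9 µM, even if other replicates fall short; inactive means all replicates below 60% inhibition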;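 further: 0% = neutral control wells and 100% = 4 µM acridine orange control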
NSD2 HMT inh: blocks human histone methyltransferase NSD2 | O96028 | AID 743445 | inhibition, % at 12.5 µM | NSD2 peptide methylation, AlphaScreen, 120 min | hit rate 0.54% among 310,000; in the data active means inhibition above about 50%
CAL PDZ FP-2: inhibitors of human CAL PDZ peptide binding; Q9HD26; purified CAL PDZ, TMR-peptide fluorescence polarization, 1 h; inhibition, % at 24.9 µM; hit rate 0.92% among 300,000; AID 602252;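 active means mean inhibition of at least 30% with at least half of replicates also reaching 30%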;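 further: 0% = DMSO neutral control and 100% = excess unlabeled competitor peptide PRC23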
Pemphigus Ab inh: blocks pemphigus antibody binding to human desmoglein-3; DSG3-coupled beads, scFv-anti-DSG3-GFP binding, flow cytometry; active compounds read low; hit rate 0.48% among 310,000; binding (percent of control), % at 10 µM;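 active means binding more than 3 SD below its plate's average and above zero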;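 further: hits lower antibody fragment binding to DSG3; some compounds called inactive have numbers as strong as hits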
RTF Ca sens inh: cardiac RTF calcium desensitization | P19429+P45379 | IANBD-labeled cardiac RTF, Ca2+ fluorescence | inhibition, % at 7.15 µM | hit rate 0.12% among 340,000 | AID 493244;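 active means inhibition above the mean inhibition of all tested compounds plus 3 SD, cut at about 17% in these data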;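 further: assay run at fixed EC70 calcium of 1.6 mM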
V-ATPase pHluor: regulators of yeast V-ATPase proton transport | S. cerevisiae, pHLuorin cytosolic pH fluorescence | response, % at 10 µM | hit rate 0.37% among 350,000 | AID 504577; in the data active means response mostly above about 7.3%, no sharp cut-off; inactive means mostly below about 5.4%; further: actives read high; inactives centre near 0; some compounds called inactive have numbers as strong as hits; reference of the scale not given here
* marks the source's active call; other numbers are inactive results; nt = not tested or not shown.

Screens in order – NSD2 HMT inh, CAL PDZ FP-1, Keap1-Nrf2 PPI, Pemphigus Ab inh, V-ATPase pHluor, RTF Ca sens inh, DAGLB inhibitor, C-LANA FP, Arr AP2 block, CAL PDZ FP-2
CCOC(=O)C1CCCN(Cc2ccccc2C)C1 (centres undefined)
→ -4.1, -0.3, 1.6, 103.1, -3.5, -9.4, -2.8, 1.1, -1.6, -10.1
O=C(c1ccc(F)cc1)N1CCN(c2ccc([N+](=O)[O-])cc2-n2cccc2)CC1
→ 3.7, 0.0, 2.0, 100.3, 1.1, nt, nt, 1.0, -8.9, nt
Cc1cccc(N2CCN(C(=O)c3ccnn3C)CC2)c1C
→ -0.5, -1.8, -5.8, nt, -1.3, -10.9, 1.4, -0.1, -6.8, 2.4
Cc1ccc(-c2nc3c(Cl)cc(Cl)cc3c(=O)n2O)cc1
→ 0.3, -0.6, -5.1, 109.7, -4.4, -9.2, 1.7, -1.3, 4.8, 0.6
Cc1ccc(N(CC(=O)NC(C)(C)C)C(=O)CNC(=O)c2cccs2)cc1
→ -3.2, -1.2, -1.1, 105.2, 3.4, 1.8, 2.1, -0.3, -8.0, 8.3
CC1CN(S(=O)(=O)c2ccc(C(=O)Nc3ccccc3F)cc2)CC(C)O1 (centres undefined)
→ 0.1, 0.0, -1.0, 98.1, -1.1, -5.7, -1.1, 0.2, 4.8, 4.6
CC(C)OCC(O)Cn1c(N2CCCC2)nc2c1c(=O)[nH]c(=O)n2C (centres undefined)
→ -3.5, -2.1, 0.4, 100.3, -1.8, -6.5, -1.6, -1.1, -9.5, -4.4
O=C(Cn1cc(F)c(=O)[nH]c1=O)c1ccco1
→ 0.1, nt, nt, 105.8, -4.0, nt, -1.2, nt, nt, nt
CCOc1ccc(NC(=O)CCN2CCN(S(=O)(=O)c3ccc(F)cc3)CC2)cc1
→ 2.0, -0.2, -5.0, nt, 3.5, -3.3, -0.1, -1.6, 13.0, 74.5*
C#CCn1c(=O)c2c(ncn2C)n(C)c1=O
→ nt, 0.0, -5.1, 109.2, 1.0, -13.6, 4.1, 4.3, -6.5, -0.9
Cc1cc(C)c(S(=O)(=O)Nc2ccc3c4c(cccc24)CC3)c(C)c1
→ 7.6, -5.0, -5.0, 122.8, -1.5, -2.4, -5.4, 0.3, -1.9, 0.3
O=C(CN1CCCC1)Nc1ccc(OC(F)(F)F)cc1
→ -4.8, -1.4, -0.1, 117.6, 0.2, -4.0, 1.5, 0.0, 13.2, -1.0
CCOc1ccc(/C=C/C(=O)c2cc(Br)ccc(=O)c2O)cc1
→ 2.5, 0.8, -9.7, 90.3, -2.2, -4.1, 9.0, 2.7, -1.5, 1.0
O=C(CCSc1nnc(-c2ccco2)o1)Nc1ccccc1
→ -0.8, nt, -8.3, nt, -2.0, 0.0, 1.5, 0.6, -1.7, -6.5
CCC(=O)c1ccc(OCC(O)Cn2nc(C)cc2C)cc1 (centres undefined)
→ -3.1, -2.7, 0.9, nt, -0.4, -3.5, -2.4, 0.0, -7.4, -1.7
O=C(Cc1ccsc1)Nc1ccc2c(c1)OCO2
→ -0.9, 0.5, -0.6, 99.2, 5.9, 4.7, -0.1, -2.4, 9.2, nt
Cc1nn(C)c(C(=O)N/N=C/c2ccccn2)c1[N+](=O)[O-]
→ 2.1, -2.5, -1.5, 107.9, 6.3, 0.0, 0.2, -0.7, -5.3, -0.7
O=C(CSCc1ccccc1Br)NC1CC1
→ 1.4, -1.6, -6.1, 102.6, 0.2, -0.7, 3.1, -0.1, 3.4, -3.3
Cc1ccc(-n2ncc3c2CCCC3NC(=O)CCCN2CCCCC2=O)cc1C (centres undefined)
→ 1.9, -2.2, -1.3, 107.5, -0.4, -6.7, -2.2, 0.7, -19.4, -2.1
CCN(CC(=O)Nc1ccc(C(C)=O)cc1)CC(=O)Nc1ccccc1C(F)(F)F
→ 0.0, -0.9, -1.4, 105.6, -1.9, -10.1, 0.5, -1.0, 3.1, -2.0
O=C(O)CCn1c(SCCOc2ccccc2F)nc2ccccc21
→ 1.0, -0.1, -3.1, 107.0, 2.7, 0.6, 2.2, -0.7, 14.6, -0.3
CC(=O)CCN1C(=O)NC2(CCCc3ccccc32)C1=O (centres undefined)
→ 5.5, 0.8, -3.0, 102.9, 0.7, -3.8, 0.0, 0.3, -1.9, -4.4
COc1ccc(-c2cc(C(=O)N3CCOCC3)c3ccccc3n2)cc1OC
→ -2.4, -1.8, -1.0, 94.0, -3.0, -9.1, 4.2, 0.2, -3.1, -2.1
Cc1cc(NC(=O)CCSc2ccccc2)no1
→ -3.6, -0.6, -0.3, 95.1, 0.2, -36.2, -0.4, 1.9, -16.1, 1.7
CCOCc1[nH]c(=S)[nH]c(=O)c1Cc1ccc(OC(C)C)cc1
→ 0.6, -0.3, 4.7, 93.3, 1.4, 9.1, 0.7, 0.0, -0.2, 2.2
COc1ccccc1NC(=O)c1ccc(S(=O)(=O)N(C)c2ccccc2)cc1
→ -3.0, -2.1, 1.5, 113.7, 1.9, 3.2, -11.0, 0.4, -3.0, 0.6
CCOC(=O)C1CCN(C(=O)Nc2ccc3oc(C)nc3c2)CC1
→ 2.6, -1.7, -1.6, nt, -1.0, -2.3, 0.2, 0.2, -12.6, -0.8
CC(=O)Nc1ccc(OC(=O)c2cc3cc(Br)ccc3oc2=O)cc1
→ nt, -0.6, -5.5, 89.4, 3.0, -8.5, 2.5, 1.0, 11.5, -3.6
COc1ccccc1CN1C(=O)c2ccccc2C1C(=O)NC1CCC(C)CC1 (centres undefined)
→ 4.7, 0.3, -0.3, 99.4, 0.9, -5.5, -1.2, 1.3, 7.5, -2.0
CC(NC(=O)COC(=O)c1ccc2c(=O)n3c(nc2c1)CCCCC3)c1ccc(F)cc1 (centres undefined)
→ 1.2, nt, nt, 96.3, -1.5, nt, -0.4, nt, nt, nt
Cc1csc(NC(=O)CCCSc2nc3ccccc3s2)n1
→ -3.1, -1.7, -2.7, 109.5, 11.7, -4.7, -0.5, -0.4, 3.1, nt
CCOC(=O)c1c(C)n(C)c2ccc(OCC(O)CNCCc3ccccc3)cc12 (centres undefined)
→ 10.7, -0.6, -4.5, 111.4, 3.2, -5.7, -1.8, -3.3, -0.4, 4.1
O=C(CCn1c(=S)[nH]c2ccccc2c1=O)Nc1ccc(F)cc1
→ 18.4, -3.9, -7.2, 83.3, -1.8, -6.8, 2.3, 0.0, 74.4*, 1.2
O=C(NCC(c1ccco1)N1CCCC1)c1ccc(S(=O)(=O)Nc2ccccc2F)cc1 (centres undefined)
→ 1.7, -1.9, -3.9, 106.8, 4.7, -8.1, 0.4, 0.1, 5.2, -0.1
CC(OC(=O)Cc1ccc(Br)cc1)C(=O)NC1CCCC1 (centres undefined)
→ -2.4, -1.3, -2.0, 87.0, 1.2, 6.0, -2.7, -0.2, 36.8, nt
CC1(C)CN(c2cccc(Br)c2)C1=O
→ 4.4, -0.7, 1.6, 94.3, -2.5, 4.4, 1.2, 1.0, -0.6, 4.7
COc1ccc(CN2CCN(C(=O)c3ccc(-c4ccccc4)cc3)CC2)c(OC)c1OC
→ -2.5, -1.3, -2.3, 96.0, -1.2, -10.7, -4.3, 0.1, -8.1, 0.7
Cc1ccc(C)c(N(C)S(=O)(=O)c2ccc3c(c2)oc(=O)n3C)c1
→ 0.1, 0.0, -2.9, 115.2, -4.3, 1.3, -2.8, 3.2, 42.2, -4.0
O=C(c1ccc(N2CCN(CCO)CC2)nc1)N1CCOCC1
→ 0.2, -1.0, 2.7, 100.8, -6.1, 4.0, -1.6, -1.1, 28.3, 11.2
Cc1cccc(CN2CCN(C(c3ccccc3)c3ccc(Cl)cc3)CC2)c1 (centres undefined)
→ nt, 0.6, -5.1, 103.0, -3.2, -8.0, -18.1, 0.4, 0.1, -3.3
CCCCN1CC(=O)N2[C@H]3c4ccc(OC)cc4OC[C@@H]3[C@H](C(=O)OCC)[C@]2(C)C1=O
→ nt, 0.6, 1.6, 105.6, 6.8, -8.6, -1.3, 3.8, 4.4, -3.2
CCn1c(SCc2cccc(C(=O)O)c2)nnc1-c1ccccc1
→ -2.6, -0.7, -0.7, 105.3, 12.8, -0.1, -2.8, 1.2, 12.0, -4.0
CCOC(=O)c1cccc(NC(=O)CCc2ccccc2)c1
→ -2.1, -0.5, -4.2, 115.7, -0.9, -7.8, -3.2, -0.3, 15.5, 0.5
O=C(COC(=O)/C=C/c1cn(-c2ccccc2)nc1-c1ccc2c(c1)OCCO2)NC1CCS(=O)(=O)C1 (centres undefined)
→ 0.8, -5.4, 2.1, 87.1, -3.0, -7.0, -0.6, -2.3, -3.1, -5.0
CCOCCCNC(=O)NC(=O)CN1CCN(S(=O)(=O)c2ccc3c(c2)OCCO3)CC1
→ nt, -2.4, -1.4, 90.5, 0.4, -3.2, 0.1, 0.4, 5.8, -4.3
COC(=O)Cc1ccc(NC(=S)NCCCN2CCOCC2)cc1
→ 0.2, -0.7, -5.4, 105.9, 1.5, -10.4, 0.5, -1.5, 9.6, 0.2
CC(=O)c1ccc(NC(=O)Nc2ccccc2)cc1
→ 1.4, -3.2, 2.5, 105.2, 2.8, 8.7, 1.6, 0.9, -3.6, -3.4
CCCNS(=O)(=O)c1ccc(CCC(=O)N2CCN(c3ccc(F)cc3)CC2)cc1
→ -2.4, 0.5, -3.3, 101.4, 2.1, -5.4, 4.3, 0.0, 23.7, -4.0
c1ccc(-c2ccccc2OCCN2CCCC2)cc1
→ 1.6, 3.2, 2.1, 116.7, -0.9, 1.9, 3.7, 1.7, 6.6, -1.6
CCOc1ccc(NS(=O)(=O)c2ccc(NC(=S)NC(=O)C(C)C)cc2)cc1
→ -0.1, -1.2, 0.3, 104.2, 2.0, 2.9, -1.9, -2.3, -8.0, -0.8
COc1ccc(N(C)C(=O)Cc2c(C(=O)O)n(C)c3ccccc23)cc1
→ 0.0, -0.3, -2.8, 92.1, -0.6, -8.3, -1.1, -0.7, 18.9, -2.0
Cc1ccc(-c2csc3ncnc(-n4nc(C)cc4N)c23)cc1
→ -1.9, -1.1, 2.7, 107.0, -2.4, -15.4, -2.3, 0.5, 1.6, -0.8
COC(CC(=O)NNC(=S)Nc1ccc(Cl)cc1)OC
→ 0.8, -2.1, -3.8, 93.9, -0.4, -19.6, -1.1, 0.6, 8.2, 0.7
Cn1c(=O)c2cc(S(=O)(=O)NCCC(=O)NCCc3ccc(Cl)cc3)ccc2n(C)c1=O
→ -4.6, 1.0, 6.5, 95.7, 22.4*, -7.2, -0.3, 2.1, 10.7, -3.2

Gathered by group, the entries above containing a CF3 group
Screens in order – NSD2 HMT inh, CAL PDZ FP-1, Keap1-Nrf2 PPI, Pemphigus Ab inh, V-ATPase pHluor, RTF Ca sens inh, DAGLB inhibitor, C-LANA FP, Arr AP2 block, CAL PDZ FP-2
O=C(CN1CCCC1)Nc1ccc(OC(F)(F)F)cc1
→ -4.8, -1.4, -0.1, 117.6, 0.2, -4.0, 1.5, 0.0, 13.2, -1.0
CCN(CC(=O)Nc1ccc(C(C)=O)cc1)CC(=O)Nc1ccccc1C(F)(F)F
→ 0.0, -0.9, -1.4, 105.6, -1.9, -10.1, 0.5, -1.0, 3.1, -2.0

Bioassay records from PubChem.

An excerpt, so the mix of outcomes need not match the whole.
